# KCNQ1 block: inhibitors of human KCNQ1 potassium channel; B-score at 10 µM; CHO-K1 KCNQ1, FluxOR thallium flux fluorescence; stronger effect = higher value; P51787; 310,000 compounds, 1.3% hits; AID 2642;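 active = compounds whose thallium flux B-score, printed positive for inhibition, exceeds three library SD while starting fluorescence stays within three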;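 note: channel opened by potassium depolarization with thallium stimulus after 20 min compound exposure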
# Dyrk1A ADPGlo: blocks rat Dyrk1A kinase activity. 310,000 compounds, 0.43% hits. ADP-Glo luminescence, NFATc1 peptide. inhibition, % at 12.5 µM; in the data active = inhibition above about 50%;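 note: plate controls were vehicle with enzyme for no effect and no enzyme for full effect; many of its hits are not listed in these tables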
# KCNK9 block: human KCNK9 channel inhibition; HEK293 KCNK9, FluxOR thallium flux fluorescence; stronger effect = lower value; Q9NPC2; 310,000 compounds, 1.2% hits; B-score at 10 µM;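 active = ratio B-score over 3 SD below the library mean, with starting fluorescence within 5 SD of its mean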;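 note: negative B-score means less thallium flux so channel inhibition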
# TRPC4 potent: allosterically enhances the mouse TRPC4 cation channel; Q9QUQ5; HEK293 TRPC4beta/mu-opioid, DAMGO EC20, Fluo-4 Ca2+ flux; stronger effect = higher value; B-score at 10 µM; 310,000 compounds, 0.42% hits; AID 2227;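 active = B-score of calcium response area above 5 SD of library B-scores, with initial fluorescence ratio within 5 SD of library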;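 note: B-score of integrated fluorescence ratio over time as area under calcium response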
# Platelet DG rel: modulates dense granule release in human platelets; human platelet-rich plasma, SFLLRN dense granule ATP release, luminescence; inhibition, %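 (compounds screened at 7.5 µM in platelet-rich plasma)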; 300,000 compounds, 0.22% hits;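 active = mean replicate score, as percent of positive control, at or above 50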
# PolyA inh: yeast polyadenylation inhibition; S. cerevisiae SKY197-pL101 polyadenylation reporter, beta-gal luminescence; efflux-impaired pdr1/pdr3 knockout yeast; score 100 = 6 SD above DMSO; calls only at 12 µM; 300,000 compounds, 0.02% hits; AID 1875;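 active = lowest replicate activity score at least 50, where 100 means six control SD above control mean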;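 note: yeast exposed to compound for 9 h at 30 °C; higher score means more reporter readthrough which indicates perturbed polyadenylation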
# hERG rescue: compounds protecting human hERG from proarrhythmic drug block; activation (rescue from dofetilide block), less the hit threshold, % at 10 µM; AID 1511; 310,000 compounds, 0.51% hits; CHO-hERG, FluxOR thallium flux, dofetilide IC70 present;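 active = activation above the mean of controls blocked by dofetilide plus 5 SD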;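 note: thallium influx through hERG after potassium depolarization seen as dye fluorescence rise; in these data hits start at about 4.7%; inactives centre near -7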
# TRPC4 act: TRPC4 (mouse) channel activation. HEK293 TRPC4beta/mu-opioid, Fluo4 calcium fluorescence; stronger effect = higher value. B-score at 10 µM. 310,000 compounds, 0.49% hits;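 active = B-score above 5 SD of library B-scores, and initial fluorescence ratio not above library mean plus 5 SD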;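 note: positive B-score marks a calcium rise read as TRPC4 activation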
#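 system = HEK293 cells stably co-expressing mouse TRPC4beta and mu-opioid receptor | schedule = Fluo4 dye loading 45 min at room temperature, 110 s recording | measure = B-scored integrated calcium fluorescence ratio | signal = Fluo4 calcium-sensitive dye fluorescence, kinetic, 1 Hz baseline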
# KCNQ1 pot: potentiators or activators of human KCNQ1 potassium channel. P51787. CHO-K1 KCNQ1, thallium flux FluxOR fluorescence; stronger effect = higher value. B-score at 10 µM. 310,000 compounds, 0.35% hits. AID 2648;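 active = fluorescence ratio B-score, a plate-corrected score, at least three library SD, with initial intensity B-score within 5 SD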
#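 Medium – assay buffer, equal DMSO in all wells · Material – CHO-K1 cell line with stable KCNQ1 potassium channel expression · Signal – kinetic FluxOR thallium fluorescence, 10-s 1-Hz baseline, 110-s post-stimulus read · Compound – single concentration per compound, DMSO matched to controls · Schedule – 37 °C overnight plating, 90-min dark dye load, 20-min compound pretreatment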
# KCNK3 block: human KCNK3 channel inhibition, primary screen | O14649 | CHO-KCNK3 thallium flux, FluxOR fluorescence; stronger effect = lower value | B-score at 10 µM | 340,000 compounds, 0.84% hits | AID 602410;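 active = B-score under library mean minus 4 SD, starting fluorescence ratio at most library mean plus 5 SD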;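 note: more negative B-score means stronger inhibition of thallium flux through KCNK3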
# TRPC4 block: blocks the mouse TRPC4 cation channel; 300,000 compounds, 0.39% hits; AID 2247; B-score at 10 µM; HEK293 TRPC4beta/mu-opioid, DAMGO-evoked Fluo4 calcium flux; stronger effect = lower value;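 active = B-score over 3 SD under the library average, no early fluorescence shift, positive overall ratio signal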
#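 Assay system: TRPC4beta/mu-opioid receptor HEK293 cell line; compound dosing: single concentration per test compound; detection: Fluo4 Ca2+ flux fluorescence; evaluation: per-well B score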
# The depositor's hits bear a star; i = inactive; x = not tested or not shown. This is a subset; the hit share may differ from the screen's.
# Start of the listing, in advance, 13 compounds:
SMILES,KCNQ1 block,Dyrk1A ADPGlo,KCNK9 block,TRPC4 potent,Platelet DG rel,PolyA inh,hERG rescue,TRPC4 act,KCNQ1 pot,KCNK3 block,TRPC4 block
CC[N+](C)(CC)CCOC(=O)C(O)(c1ccccc1)C1CCCCC1 (stereo not drawn),i,8,i,i,8,i,-7,i,i,i,i
Cc1ccc(CN2CCN(Cc3cccc4nccnc34)CC2CCO)cc1 (stereo not drawn),i,-2,i,i,0,i,-6,i,i,i,i
CCOc1ccc(C(=O)OCCN(CC)CC)cc1,i,-7,i,i,-12,i,-11,i,i,i,i
C[C@]12CCC(=O)C=C1CC[C@@H]1[C@@H]2CC[C@@]2(C)[C@H]1CC[C@]2(O)C(=O)CO,i,4,i,i,-9,i,-4,i,i,i,i
Oc1ccc(/C=C/c2cc(O)cc(O)c2)cc1,i,46,i,i,37,i,-12,i,i,i,i
CCCn1cnc2c1c(=O)n(CCCCC(C)=O)c(=O)n2C,i,10,i,i,-11,i,-6,i,i,i,i
CC[n+]1c(C)sc2cc(OC)ccc21,i,-4,i,i,0,i,-6,i,i,i,i
CC(COc1ccccc1)NC(C)C(O)c1ccc(O)cc1 (stereo not drawn),i,0,i,i,9,i,-5,i,i,i,i
COc1ccccc1N1CCN(CCCNc2cc(=O)n(C)c(=O)n2C)CC1,i,x,i,i,-2,i,-4,i,i,x,i
CCN(CC)CCOC(=O)C1(c2ccccc2)CCCC1,i,-5,i,i,5,i,-1,i,i,i,i
NC(=O)c1cccc(-c2cc(Nc3ccc(OC(F)(F)F)cc3)ncn2)c1,i,2,i,i,2,i,-8,i,i,i,i
Cc1nc2ccccn2c(=O)c1CCN1CCC(C(=O)c2ccc(F)cc2)CC1,i,3,i,i,-1,i,-8,i,i,i,i
Cn1c(=O)c2c(ncn2CC2OCCO2)n(C)c1=O,i,2,i,i,5,i,-6,i,i,i,i

# All compounds of this part, previewed entries included:
SMILES,KCNQ1 block,Dyrk1A ADPGlo,KCNK9 block,TRPC4 potent,Platelet DG rel,PolyA inh,hERG rescue,TRPC4 act,KCNQ1 pot,KCNK3 block,TRPC4 block
CC[N+](C)(CC)CCOC(=O)C(O)(c1ccccc1)C1CCCCC1 (stereo not drawn),i,8,i,i,8,i,-7,i,i,i,i
Cc1ccc(CN2CCN(Cc3cccc4nccnc34)CC2CCO)cc1 (stereo not drawn),i,-2,i,i,0,i,-6,i,i,i,i
CCOc1ccc(C(=O)OCCN(CC)CC)cc1,i,-7,i,i,-12,i,-11,i,i,i,i
C[C@]12CCC(=O)C=C1CC[C@@H]1[C@@H]2CC[C@@]2(C)[C@H]1CC[C@]2(O)C(=O)CO,i,4,i,i,-9,i,-4,i,i,i,i
Oc1ccc(/C=C/c2cc(O)cc(O)c2)cc1,i,46,i,i,37,i,-12,i,i,i,i
CCCn1cnc2c1c(=O)n(CCCCC(C)=O)c(=O)n2C,i,10,i,i,-11,i,-6,i,i,i,i
CC[n+]1c(C)sc2cc(OC)ccc21,i,-4,i,i,0,i,-6,i,i,i,i
CC(COc1ccccc1)NC(C)C(O)c1ccc(O)cc1 (stereo not drawn),i,0,i,i,9,i,-5,i,i,i,i
COc1ccccc1N1CCN(CCCNc2cc(=O)n(C)c(=O)n2C)CC1,i,x,i,i,-2,i,-4,i,i,x,i
CCN(CC)CCOC(=O)C1(c2ccccc2)CCCC1,i,-5,i,i,5,i,-1,i,i,i,i
NC(=O)c1cccc(-c2cc(Nc3ccc(OC(F)(F)F)cc3)ncn2)c1,i,2,i,i,2,i,-8,i,i,i,i
Cc1nc2ccccn2c(=O)c1CCN1CCC(C(=O)c2ccc(F)cc2)CC1,i,3,i,i,-1,i,-8,i,i,i,i
Cn1c(=O)c2c(ncn2CC2OCCO2)n(C)c1=O,i,2,i,i,5,i,-6,i,i,i,i
CCc1cc(=O)oc2c(CNC(Cc3ccccc3)C(=O)O)c(O)ccc12 (stereo not drawn),i,x,i,i,1,i,-1,i,i,x,i
COc1cc2c(c(OC)c1OC)-c1c(cc3c(c1OC)OCO3)[C@@H](OC(C)=O)[C@H](C)[C@H](C)C2,i,6,i,i,4,i,-7,i,i,i,i
O=C(NCCc1c[nH]c2ccccc12)c1cccnc1,i,-2,i,i,4,x,-6,i,i,i,i
O=C(CCN1CCC(c2ccccc2)C1)c1ccc2c(c1)OCCO2 (stereo not drawn),6*,7,i,i,-1,i,-16,i,i,i,i
C=CC1=C(C(=O)O)N2C(=O)[C@@H](NC(=O)/C(=N\O)c3csc(N)n3)[C@H]2SC1 (stereo in doubt),i,-4,i,i,3,i,-6,i,i,i,i
COC(=O)c1ccc(O)cc1,i,1,i,i,-6,i,-8,i,i,i,i
CC12CCC(CC1)C(C)(C)O2,i,1,i,i,-1,i,-5,i,i,i,i
CN1CCN(CCC(=O)N2c3ccccc3Sc3ccc(C(F)(F)F)cc32)CC1,i,0,i,i,8,i,-3,i,i,i,i
CCOc1ccc(NC(=O)Cn2cc(C(=O)c3ccco3)c3ccccc32)cc1,i,-6,i,i,8,i,-9,i,i,i,i
OC(C#CCN1CCCC1)(c1ccccc1)c1ccccc1,i,-7,i,i,1,i,-7,i,i,i,i
Cc1cc(-c2ccccc2)nnc1NCCN1CCOCC1,i,8,i,i,0,i,-4,i,i,i,i
CC(=O)NC(Cc1ccccc1)C(=O)O (stereo not drawn),i,3,i,i,-3,i,-2,i,i,i,i
C/C=C(/C)C(=O)O[C@@H]1c2c(ccc3ccc(=O)oc23)OC(C)(C)[C@@H]1OC(=O)/C(C)=C\C,i,-2,-7.4*,i,1,i,-6,i,i,i,i
O=C(CCNNC(=O)c1ccncc1)NCc1ccccc1,i,4,i,i,17,i,-1,i,i,i,i
COc1ccc(C(=O)NCc2ccc(OCCN(C)C)cc2)cc1OC,i,14,i,i,-1,i,-5,i,i,i,i

# Screening results as filed in PubChem.
